TNF death inh: blocks TNF-alpha induced death of Jurkat FADD-/- cells. 220,000 compounds, 0.068% hits. AID 463075. Jurkat FADD-/- TNF necroptosis rescue, ATP luminescence, 24 h; 0 = TNF only, 100 = no-TNF cells. activation (protection from cell death), % at 10 µM;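 active = activation, meaning protection from cell death, of at least 50% relative to plate controls; inactive = activation below 50%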;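 note: necroptosis triggered by 40 ng/mL TNF-alpha added together with compound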
PPC-1+TRAIL kill: PPC-1 cancer cell killing with TRAIL present | PPC-1 cells + TRAIL, ATPLite viability luminescence | cell killing (% activity), % at 4 µM | 220,000 compounds, 0.41% hits;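 active = cell killing above 50% in the first pass at 4 µM, then a duplicate retest at 5 µM averaging 50% or more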;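 note: plate controls were cells with TRAIL plus DMSO for no effect and medium-only wells lacking cells for full effect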
EP2 antag: blocks the human prostaglandin E2 receptor EP2; 260,000 compounds, 0.52% hits; C6 glioma cells expressing human EP2, cAMP TR-FRET; cells stimulated with saturating PGE2; AID 1422; inhibition, % at 25 µM;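 active = percent inhibition above 40 after rounding to a whole number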;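 note: rat C6 glioma host cells with rolipram phosphodiesterase inhibitor present; the protocol text gives 20 µM as final concentration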
Target sequence (P43116 whole entry, looked up): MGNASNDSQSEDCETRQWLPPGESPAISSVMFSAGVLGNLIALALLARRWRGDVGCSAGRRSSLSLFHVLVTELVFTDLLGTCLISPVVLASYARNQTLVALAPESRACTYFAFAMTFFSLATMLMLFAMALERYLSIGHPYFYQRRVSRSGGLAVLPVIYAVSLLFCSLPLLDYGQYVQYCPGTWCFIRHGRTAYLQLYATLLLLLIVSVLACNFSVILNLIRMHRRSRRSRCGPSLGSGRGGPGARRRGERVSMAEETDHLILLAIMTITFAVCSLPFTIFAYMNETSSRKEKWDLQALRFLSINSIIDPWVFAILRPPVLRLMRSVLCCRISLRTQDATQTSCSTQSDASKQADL
FXIa inh 1536: blocks human coagulation factor XIa protease activity. P03951. purified FXIa, Boc-Glu-Ala-Arg-AMC fluorogenic substrate. inhibition, % at 5 µM. 220,000 compounds, 0.14% hits;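 active = inhibition of at least 40%; inactive = inhibition below 40%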;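 note: fluorescence of freed AMC excited at 355 nm; 0% = enzyme without compound and 100% = no enzyme blank; many of its hits are not listed in these tables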
Tb hexokinase: T. brucei hexokinase 1 inhibition | recombinant TbHK1, G6PDH-coupled NADH A340 | inhibition, % at 10 µM | 220,000 compounds, 0.11% hits | AID 1430;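 active = inhibition of 50% or more in the single-dose primary screen; inactive = inhibition below 50%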
Wee1 stabilizer: blocks degradation of human Wee1 kinase. P30291. HeLa Luc-Wee1K328M stability, luciferase luminescence; 100% = proteasome inhibitor MG132 effect. reporter increase, % at 5 µM. 220,000 compounds, 1.2% hits;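 active = activation above the mean of all tested compounds plus 3 SD, set per screening run, cut at about 8.8% in these data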;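 note: cells exposed to compound for 20 h before luminescence read; 0% = DMSO alone and 100% = MG132 at 30 µM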
Target sequence (P30291 whole entry K328M): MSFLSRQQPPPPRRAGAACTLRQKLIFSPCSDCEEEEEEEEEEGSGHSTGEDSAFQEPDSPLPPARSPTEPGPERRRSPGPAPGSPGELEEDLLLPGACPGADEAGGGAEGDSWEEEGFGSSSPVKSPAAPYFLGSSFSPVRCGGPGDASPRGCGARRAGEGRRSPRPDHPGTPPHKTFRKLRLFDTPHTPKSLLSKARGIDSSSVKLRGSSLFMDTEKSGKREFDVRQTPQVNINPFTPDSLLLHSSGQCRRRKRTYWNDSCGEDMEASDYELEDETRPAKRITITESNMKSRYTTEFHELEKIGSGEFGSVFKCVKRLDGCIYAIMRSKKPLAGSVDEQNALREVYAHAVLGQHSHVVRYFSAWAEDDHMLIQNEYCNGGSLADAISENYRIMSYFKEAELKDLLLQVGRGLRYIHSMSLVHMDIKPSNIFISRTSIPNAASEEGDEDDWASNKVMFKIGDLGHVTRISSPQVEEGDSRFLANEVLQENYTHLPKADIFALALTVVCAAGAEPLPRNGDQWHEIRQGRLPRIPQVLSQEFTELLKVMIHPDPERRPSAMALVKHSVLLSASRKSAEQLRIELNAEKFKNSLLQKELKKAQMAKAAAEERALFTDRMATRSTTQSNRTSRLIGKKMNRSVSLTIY
L929 necroptosis: blocks zVAD induced death of L929 cells; viability rescue, % at 10 µM; L929 zVAD necroptosis rescue, ATP luminescence, 24 h; with zVAD 60 µM; 220,000 compounds, 0.38% hits;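 active = activation, scaled between plate controls, above about 75%, limit read from the data; inactive = activation under that limit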;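 note: 0% = zVAD with DMSO and 100% = DMSO alone without zVAD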
CHOP inh: CHOP inhibition in unfolded protein response | CHO-K1 CHOP-promoter luciferase, tunicamycin-induced, 15-18 h | inhibition, % at 10 µM | 220,000 compounds, 3.8% hits | AID 2732;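 active = compounds that reduced the stress-induced luciferase reporter signal by more than about 70% of percent inhibition, limit read from the data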;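 note: 0% = tunicamycin plus vehicle and 100% = wells without tunicamycin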
FXIIa inh: inhibitors of human coagulation factor XIIa; P00748; purified FXIIa, Boc-QGR-AMC fluorogenic substrate, 2 h; inhibition, % at 5 µM; 220,000 compounds, 0.3% hits; AID 800; in the data active = inhibition above about 40%;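 note: 0% = enzyme with no compound and 100% = blank without enzyme; many of its hits are not listed in these tables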
* hit, by the source's call; . = not tested or not shown; [ ] = another dose, or the depositor's remark.

1: CCCCCOc1ccc(Br)cc1CSC(=N)N
2: COc1cc(/C=N/NC(=O)C(Cc2c[nH]c3ccccc23)NC(=O)OCC(C)C)cc([N+](=O)[O-])c1OCc1ccccc1 (stereo not given)
3: Cc1c(N=C2N=C(NC(=O)c3ccc(F)cc3)c3ccccc32)c(=O)n(-c2ccccc2)n1C
4: CCN(CC)S(=O)(=O)c1ccc2c(c1)N(CC(=O)Nc1cccnc1Cl)C(=O)CO2
5: CCOc1cc(CNCC2CCCO2)cc(Br)c1OCC(N)=O (stereo not given)
6: Cc1nc(-c2ccccc2)sc1C(N)=O
7: C/C(CCc1ccc2c(c1)OCO2)=N\N=C(/N)SC1CC(=O)N(c2ccc(Cl)cc2)C1=O (stereo not given)
8: COC(C[C@H](O)CC(=O)COCc1ccccc1)OC
9: CN(Cc1ccc(-n2cccn2)cc1)Cc1cn(C)nc1-c1ccccc1F
10: Cc1ccc(C(=O)N2CCSCC2)cc1
assay / entry	1	2	3	4	5	6	7	8	9	10
TNF death inh	-4.8	1.6	-8.1	1.2	1.1	-2.2	-3.3	1.1	3.6	0.7
PPC-1+TRAIL kill	3	-2	8	28	14	3	9	1	9	37
EP2 antag	3	13	20	6	3	16	-3	7	13	7
FXIa inh 1536	-7	9	-1	2	5	-7	0	-2	-2	-8
Tb hexokinase	14	-13	-5	-1	-5	-2	4	-6	2	1
Wee1 stabilizer	1	1	9	-2	0	-2	-3	.	-3	-2
L929 necroptosis	-0.4	-0.2	5.2	0.7	1.6	-0.1	0.0	0.2	0.6	0.5
CHOP inh	84*	28	9	-18	5	47	97*	18	9	31
FXIIa inh	-1	7	-1	5	6	4	10	4	2	-2

11: Cc1[nH]nc2c1C1(CCC(c3ccccc3)CC1)C(C#N)=C(N)O2 (stereo not given)
12: COc1ccccc1CCc1nnc(CCC(=O)NC(C)Cc2cccs2)o1 (stereo not given)
13: CC(=O)c1ccc(NC(=O)CN2CCN(c3ncccn3)CC2)cc1
14: Cc1ccc2nc(Nc3nc(CSc4nnnn4-c4ccccc4)cc(=O)[nH]3)nc(C)c2c1
15: Cc1ccc(C(=O)C(OC(=O)CN2C(=O)c3ccccc3C2=O)c2ccccc2)cc1C (stereo not given)
16: CN(C)C(CNC(=O)c1ccc(S(=O)(=O)NCc2ccco2)cc1)c1ccccc1 (stereo not given)
17: CN1CCN(C(=O)c2cc(C(C)(C)C)cc(C(C)(C)C)c2)CC1
18: N#Cc1ccsc1NC(=O)CSc1nnc(-c2ccccc2)o1
19: C#CC[N+]1(CC#Cc2ccccc2)CCOCC1
20: Cc1ccc(S(=O)(=O)NC2=NCN(C3CCCCC3)CN2)cc1
assay / entry	11	12	13	14	15	16	17	18	19	20
TNF death inh	-2.5	1.4	-0.7	-4.0	-1.1	1.7	0.5	1.6	0.0	1.4
PPC-1+TRAIL kill	8	.	1	2	-6	26	-5	9	18	6
EP2 antag	19	12	18	5	6	9	9	18	11	.
FXIa inh 1536	2	-3	-3	-6	6	-4	-2	5	-2	-2
Tb hexokinase	-5	3	-10	-23	-5	7	0	-2	-3	-2
Wee1 stabilizer	2	-2	0	5	0	5	-1	-1	0	-1
L929 necroptosis	-0.3	7.8	0.3	0.2	0.3	-0.1	-1.3	0.3	0.5	0.1
CHOP inh	9	20	-12	42	54	-17	2	21	-6	-17
FXIIa inh	21	5	11	9	13	1	12	14	10	-1

21: CCOc1ccccc1CNn1nnnc1N
22: CCOC(=O)N1CCN(S(=O)(=O)c2cccc3ccc(C)nc23)CC1
23: CCCCC1(Cc2ccc([N+](=O)[O-])cc2)C(=O)N(c2ccccc2)N(c2ccccc2)C1=O
24: CC(=O)Cc1nsc(NC(=O)c2ccc(Br)o2)n1
25: CCOc1ccc(Br)cc1S(=O)(=O)Nc1cccc(S(=O)(=O)N(C)C)c1
26: COCCn1c(SCC(=O)/C=C2\N(C)c3ccccc3C2(C)C)nnc1-c1ccncc1
27: CC1(C)CC(=O)C=C(NCCN2CCNCC2)C1
28: COc1ccc(NC(C)=O)cc1NC(=O)CN1CCN(CC(=O)Nc2ccccc2Cl)CC1
29: O=C(O)Cn1c(CCS(=O)(=O)c2ccc(Br)cc2)nc2ccccc21
30: COC(=O)CSc1ncnc2c1sc1nc(-c3ccco3)c3c(c12)CC(C)(C)OC3
assay / entry	21	22	23	24	25	26	27	28	29	30
TNF death inh	-0.3	-0.4	-8.5	-1.6	1.7	-9.6	0.6	-1.3	0.3	-3.7
PPC-1+TRAIL kill	-2	49	8	12	19	15	-2	9	18	16
EP2 antag	7	2	9	8	2	11	3	9	9	.
FXIa inh 1536	3	-3	-5	6	6	11	-10	-2	-7	3
Tb hexokinase	5	4	3	-21	26	-18	-12	-7	6	2
Wee1 stabilizer	-1	-3	2	1	-3	-3	3	0	13*	1
L929 necroptosis	-0.4	0.8	-0.3	0.4	-0.1	0.4	0.8	-0.4	3.7	1.1
CHOP inh	-5	-9	77*	0	26	40	-1	-2	11	7
FXIIa inh	1	23	-6	10	11	14	-2	8	8	8

31: O=C(NCc1cccnc1)c1cccc2c1C(=O)N(C1CCCCC1)C2
32: CCOC(=O)c1oc2ccccc2c1NC(=O)COc1cccc(OC)c1
33: Nc1nc(Nc2ccccc2)nc(NCc2ccco2)c1[N+](=O)[O-]
34: O=C(NC1CCC(O)CC1)c1ccc(-c2ccc([N+](=O)[O-])cc2)o1 (stereo not given)
35: NS(=O)(=O)c1ccc(NNC(=O)c2ccccc2)cc1
36: Cc1c(N2C(=O)CS/C2=N\N=C\c2ccccc2O)c(=O)n(-c2ccccc2)n1C
37: CCn1ncc(C2=NOC(C(=O)Nc3cc(OC)c(Cl)cc3OC)C2)c1C (stereo not given)
38: CC(C)(C)c1nnc(NS(C)(=O)=O)s1
39: CC(=O)OCCNc1cc(Sc2nc3ccccc3[nH]2)c2nonc2c1[N+](=O)[O-]
40: CC(C)(C)C(=O)/C(=C/c1ccncc1)n1cncn1
assay / entry	31	32	33	34	35	36	37	38	39	40
TNF death inh	1.0	-2.2	-3.3	0.6	3.1	-1.5	1.8	-0.1	-16	-5.3
PPC-1+TRAIL kill	-12	8	2	12	2	9	-8	.	15	-4
EP2 antag	.	4	6	0	8	6	5	.	32	8
FXIa inh 1536	5	2	8	4	0	1	6	.	3	-1
Tb hexokinase	-1	-11	-17	-49	-9	-26	-3	-2	-10	3
Wee1 stabilizer	5	0	6	2	-1	2	-1	1	0	0
L929 necroptosis	0.3	0.0	-0.3	-0.8	-0.2	0.6	3.4	-0.1	17	60
CHOP inh	-1	34	86*	-7	1	-7	19	.	107*	85*
FXIIa inh	9	18	12	17	3	14	11	.	1	5

41: Cn1cc(Cl)c(C(=O)OCC(=O)Nc2nc(-c3ccc(Br)cc3)cs2)n1
42: CCOC(=O)Cn1c(=O)oc2cc(S(=O)(=O)N(CCN(C)C)Cc3ccccc3)ccc21
43: O=C(CN1CCCCC1)NNc1nc(-c2ccccc2)c2cc(Br)ccc2n1
44: Cc1ccc(-c2ccccc2NC(=O)CCl)o1
45: Cc1nc(=S)c2c([nH]1)-c1ccccc1CC21CCCCC1
46: CCOC(=O)c1c(NC(=O)CS(=O)(=O)c2cn(CC)c3ccccc23)sc2c1CCCCC2
47: Oc1c(Br)cc(Br)cc1CNc1ccc(F)cc1
48: O=C(COc1ccccc1F)NCC(c1ccco1)N1CCCC1 (stereo not given)
49: CC(=O)Nc1ccc(C2(c3ccc(NC(C)=O)cc3)C(=O)Nc3ccccc32)cc1
50: O=C(/C=C/Nc1ccc(Br)cc1F)c1ccco1
assay / entry	41	42	43	44	45	46	47	48	49	50
TNF death inh	-2.4	-2.8	4.3	-11	-0.8	-2.0	0.1	0.8	-0.8	-6.6
PPC-1+TRAIL kill	16	-9	9	0	4	11	2	-32	4	89*[5 µM]
EP2 antag	7	3	8	8	6	24	9	7	6	6
FXIa inh 1536	5	8	4	5	10	7	10	8	1	2
Tb hexokinase	1	0	-18	1	-14	-4	2	5	7	-10
Wee1 stabilizer	2	2	-2	2	3	-1	0	0	5	-2
L929 necroptosis	0.0	0.1	0.4	-0.3	-0.4	.	-0.4	1.4	1.2	-2.2
CHOP inh	-8	-17	12	-17	-26	2	16	-2	3	59
FXIIa inh	6	13	3	8	7	13	4	8	11	14

Filtered by structure, the compounds so far with an aryl methoxy group (five)
2: COc1cc(/C=N/NC(=O)C(Cc2c[nH]c3ccccc23)NC(=O)OCC(C)C)cc([N+](=O)[O-])c1OCc1ccccc1 (stereo not given)
12: COc1ccccc1CCc1nnc(CCC(=O)NC(C)Cc2cccs2)o1 (stereo not given)
28: COc1ccc(NC(C)=O)cc1NC(=O)CN1CCN(CC(=O)Nc2ccccc2Cl)CC1
32: CCOC(=O)c1oc2ccccc2c1NC(=O)COc1cccc(OC)c1
37: CCn1ncc(C2=NOC(C(=O)Nc3cc(OC)c(Cl)cc3OC)C2)c1C (stereo not given)
assay / entry	2	12	28	32	37
TNF death inh	1.6	1.4	-1.3	-2.2	1.8
PPC-1+TRAIL kill	-2	.	9	8	-8
EP2 antag	13	12	9	4	5
FXIa inh 1536	9	-3	-2	2	6
Tb hexokinase	-13	3	-7	-11	-3
Wee1 stabilizer	1	-2	0	0	-1
L929 necroptosis	-0.2	7.8	-0.4	0.0	3.4
CHOP inh	28	20	-2	34	19
FXIIa inh	7	5	8	18	11

The list goes on.
51: CN(c1ccccc1)S(=O)(=O)c1cccc(NC(=O)CN2CCCc3ccccc32)c1
52: Cc1ccccc1OCCCC(=O)Nc1nccs1
53: COc1ccc(NC(=O)c2cccc(OS(=O)(=O)N(C)C)c2)cc1
54: COc1ccccc1NC(=O)c1nn(-c2cccc(C(F)(F)F)c2)ccc1=O
55: COc1ccc(-c2csc3ncnc(Oc4ccc5c(C)cc(=O)oc5c4)c23)cc1
56: Cc1ccc(NC(=O)CN2CCCCCC2)cc1[N+](=O)[O-]
57: CN(C)S(=O)(=O)c1cccc(C(=O)NC2CCCc3ccccc32)c1 (stereo not given)
58: CC(C)Nc1nnc(SCc2cc(=O)n3ccsc3n2)s1
59: CC1CCN(c2c(NCc3ccc(C(=O)N(C)C4CCCCC4)cc3)c(=O)c2=O)CC1
60: CCCCOc1ccccc1/C=N/NC(=O)CC#N
assay / entry	51	52	53	54	55	56	57	58	59	60
TNF death inh	-2.0	-0.7	2.5	-1.9	-3.7	1.2	-0.7	2.3	1.2	-0.7
PPC-1+TRAIL kill	8	-5	46	10	13	-4	4	5	-1	6
EP2 antag	5	0	5	16	13	6	.	3	8	5
FXIa inh 1536	0	-6	-3	-17	1	2	-12	-8	0	-2
Tb hexokinase	-4	2	-4	-5	-7	-11	1	-5	-7	-5
Wee1 stabilizer	7	0	-2	-1	-4	-2	0	2	2	0
L929 necroptosis	-0.7	-0.1	4.2	0.5	3.3	0.8	-1.1	1.4	-0.1	0.8
CHOP inh	24	5	12	0	33	14	28	-19	4	8
FXIIa inh	10	2	4	13	3	16	-2	4	6	-3

61: Cc1cccc(NC(=O)Nc2ccc(C#N)cc2)n1
62: Cc1sc(/N=C/c2ccccc2O)c(C#N)c1C
63: S=C(NCCc1ccccc1)NCc1cccs1
64: Cc1ccc(NC(=O)Cn2c(=O)cnc3ccccc32)cc1S(=O)(=O)N(C)C
assay / entry	61	62	63	64
TNF death inh	4.5	-0.1	0.4	-0.4
PPC-1+TRAIL kill	7	-2	6	10
EP2 antag	15	.	5	8
FXIa inh 1536	-1	-6	9	2
Tb hexokinase	3	4	32	-17
Wee1 stabilizer	-3	-2	4	-3
L929 necroptosis	69	1.0	-0.3	-0.2
CHOP inh	77*	40	-16	3
FXIIa inh	7	4	8	-2

Source: PubChem (several laboratories)

A portion of the library (hit frequency here may not be typical).
